High-throughput results deposited in PubChem BioAssay by National Center for Advancing Translational Sciences (NCATS).
FBPA Giardia inh = qHTS Assay for Inhibitors of Fructose-1,6-bisphosphate Aldolase from Giardia Lamblia; A8B2U2; purified Giardia FBPA; Potency, µM (doses to about 59.6 µM), without a hit: top-dose activity, negative = inhibition, actives largely listed as inhibitors; 0.71% of 290,000 active; further: potency means the concentration at half of the fitted maximal effect; nearly all actives have a fitted effect of over 55% in size
Target sequence (A8B2U2 whole entry, looked up): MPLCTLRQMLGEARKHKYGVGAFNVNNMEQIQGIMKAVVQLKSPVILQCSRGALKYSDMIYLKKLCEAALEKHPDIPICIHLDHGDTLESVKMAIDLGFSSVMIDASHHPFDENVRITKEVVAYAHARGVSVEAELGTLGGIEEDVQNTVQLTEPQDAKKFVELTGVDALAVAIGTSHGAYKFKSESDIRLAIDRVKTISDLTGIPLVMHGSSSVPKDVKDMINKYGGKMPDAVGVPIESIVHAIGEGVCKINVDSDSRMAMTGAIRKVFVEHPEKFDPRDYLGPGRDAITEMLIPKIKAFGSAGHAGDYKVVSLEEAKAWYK
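Giardia FBPA (40 nM reagent) was preincubated 10 min at RT with compound (up to 57.5 uM final), then substrate plus GAPDH/TPI/NAD/arsenate coupling system with diaphorase/resazurin was added; resorufin fluorescence (525/598 nm) was read after 20 min.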
AmpC inh detg = qHTS Inhibitors of AmpC Beta-Lactamase (assay with detergent); P00811; AmpC hydrolysis of nitrocefin, absorbance 480 nm, 0.01% Triton; Potency, µM (top dose mostly 114 µM), for inactives: at the highest dose activity change, negative = inhibition, hits mostly inhibitors; 0.041% of 370,000 active; AID 485294, 2010;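 further: potency means the concentration at half of the fitted maximal effect; 0% = no-compound wells and -100% = no-enzyme wells; nearly all actives have a fitted effect of over 25% in size; some results filed as inactive show a strong effect at the top dose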
Target sequence (P00811 whole entry, looked up): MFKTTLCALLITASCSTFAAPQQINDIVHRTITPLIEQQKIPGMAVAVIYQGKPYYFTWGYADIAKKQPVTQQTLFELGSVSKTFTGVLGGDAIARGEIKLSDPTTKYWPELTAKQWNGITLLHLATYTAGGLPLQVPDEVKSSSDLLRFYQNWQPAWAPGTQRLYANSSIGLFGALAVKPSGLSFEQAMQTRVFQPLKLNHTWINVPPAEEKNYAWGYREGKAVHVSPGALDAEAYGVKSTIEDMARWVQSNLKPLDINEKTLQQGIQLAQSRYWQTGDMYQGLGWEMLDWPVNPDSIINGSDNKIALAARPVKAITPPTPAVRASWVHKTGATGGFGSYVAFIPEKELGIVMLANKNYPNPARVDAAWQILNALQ
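AmpC (5.3 nM in the dispensed reagent) in 20 mM phosphate pH 7.0 with 0.01% (detergent screen) or 0.0001% Triton X-100 was preincubated with compounds for 15 min at room temperature. Nitrocefin was then added from an 800 uM solution, and hydrolysis was followed at 480 nm.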
HCMV antiviral = qHTS Assay for inhibitors of the human cytomegalovirus (HCMV) | HFF cells, HCMV-luciferase reporter, 72 h; active compounds read low | activity change, negative = inhibition, % at 57.5 µM | 4.5% of 410,000 active | AID 1259415, 2018; in the data active means activity change below about -60%; inconclusive means no clear call, values can overlap the other calls; inactive means above about -39%
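After 16 h attachment at 37C, HFF cells received test compound and HCMV-luciferase (1 PFU/cell); reporter luminescence read 72 h later, data normalized against buffer-only and known inhibitor Salinomycin.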
Sm TGR inh = qHTS Assay for the Inhibitors of Schistosoma Mansoni Peroxiredoxins; purified TGR, DTNB reduction, TNB absorbance 405 nm; Schistosoma mansoni thioredoxin glutathione reductase (TGR), Q962Y6; 3% of 360,000 active; Potency, µM (top dose mostly 114 µM), for inactives: at the top dose activity change, negative = inhibition, hits mostly inhibitors; further: potency means the concentration at half of the fitted maximal effect; nearly all actives have a fitted effect of over 60% in size
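Kinetic colorimetric format: TGR-catalysed, NADPH-driven DTNB reduction monitored via TNB absorbance. Enzyme dispensed at 20 nM; compound exposure 15 min at room temperature before reaction start.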
AMA1-RON2 inh = qHTS for Inhibitors of AMA1-RON; Towards Development of Antimalarial Drug Lead: Primary Screen. AlphaScreen AMA1-biotinylated RON2 peptide binding. Potency, µM (series often up to 58.2 µM), for the others: at the highest dose activity change, negative = inhibition, most hits filed as inhibitors. Plasmodium falciparum AMA1 (3D7) - RON2 peptide interaction. 0.2% of 360,000 active;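 further: potency means the concentration at half of the fitted maximal effect; 0% = vehicle wells and -100% = peptide control; nearly all actives have a fitted effect of over 45% in size; some results filed as inactive show a strong effect at the top dose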
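AMA1 (3D7) with his tag at 25 nM final met compounds first, then biotinylated RON2 peptide at 25 nM; detection used donor plus acceptor beads, 10 µg/mL apiece, read by AlphaScreen after 30 min at room temperature.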
AmpC no deterg = qHTS Inhibitors of AmpC Beta-Lactamase (assay without detergent) | AmpC nitrocefin hydrolysis, absorbance 480 nm, 0.0001% Triton | 0.52% of 330,000 active | P00811 | Potency, µM (titrated, usually from 57.1 µM), for the others: at the top dose activity change, negative = inhibition, hits mostly inhibitors;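 further: potency means the concentration at half of the fitted maximal effect; plate controls were no compound for no effect and no enzyme for full effect; nearly all actives have a fitted effect of over 20% in size; some results filed as inactive show a strong effect at the top dose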
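AmpC (5.3 nM in the dispensed reagent) in 20 mM phosphate pH 7.0 with 0.01% (detergent screen) or 0.0001% Triton X-100 was preincubated with compounds for 15 min at room temperature. Nitrocefin was then added from an 800 uM solution, and hydrolysis was followed at 480 nm.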
* hit, by the source's call; ? = inconclusive; . = no result given; & = joins results of further samples; [ ] = dose if it differs, or a comment. Unless noted, the call rests on the fitted dose curve; in most records, active means well fitted curve in the direction sought with a large enough effect; inconclusive means small, poorly fitted or top-dose-only effect, or another doubt; inactive means no such curve, though single readings can be large; an effect the other way counts as inactive or inconclusive. Unless noted, on the % scale 0 is the no-effect control and ±100 the full control effect. Random draw from the library (roughly 7.8% active in at least one column).

canonical_smiles | FBPA Giardia inh | AmpC inh detg | HCMV antiviral | Sm TGR inh | AMA1-RON2 inh | AmpC no deterg
COc1cccc(N2C(=O)C(CC(=O)Nc3cccc(F)c3)N(C3CCCC3)C2=O)c1 (stereo unspecified) | . | -3% | 2 | -9% | . | .
CCCN(CCC)C(=O)CSc1ncccc1C(=O)O | -6% | ? | 10 | 0% | 0% | -27%
O=C(CCCn1c(=S)[nH]c2cc3c(cc2c1=O)OCO3)N1CCN(C2CCCCC2)CC1 | -9% | 2% | -29 | ? | 4% | -7%
Cc1ccc(C(=O)OCCc2c(C)[nH]n(-c3ccccc3)c2=O)cc1 | 0% | -11% | -17 | 1% | -13% | -1%
COc1c(O)cc(O)c2c(=O)cc(-c3ccccc3)oc12 | . | . | 10 | . | -1% | -21%
Cc1cccc(NC(=O)Cn2nnc(C(=O)Nc3ccc(F)c(Cl)c3)c2N)c1 | 5% | 3%&1% | -7&6 | 12%&1% | -5% | -31%
COc1ccc(N(CC(=O)NCCC2=CCCCC2)S(=O)(=O)c2ccccc2)cc1OC | -6% | 4% | 1 | . | -3% | 174%[activator]
Cc1ccc(NC2=NCC(=O)N2C2CCCC2)c(C)c1 | ? | 3% | 32 | 22µM* | -3% | -21%
CCOc1ncccc1C(=O)NNC(=O)c1ccc(NS(=O)(=O)c2cccs2)cc1 | . | ? | 42 | 0% | 71%[activator] | 23%
C/C(=N\NC(=O)c1ccc(O)cc1O)c1cccnc1 | -3% | -10% | 10 | -4% | 41%[activator] | -24%
CC[C@@]12C(=O)N(c3cccc(F)c3)C(=O)N1[C@H](c1ccc(OC)cc1)[C@@H]1C(=O)N(C(C)(C)C)C(=O)[C@@H]12 | . | 0% | -13 | -4% | 4% | 154%[activator]
N#Cc1c(N)nc2c(c1N)CC(CCl)O2 (stereo unspecified) | -15% | -1% | 27 | -13% | 24% | -22%
N#CC(C#N)=C1c2cc(S(=O)(=O)NCCO)ccc2-c2ccc(S(=O)(=O)NCCO)cc21 | ? | -8% | -37 | 4.5µM* | -6% | -24%
COc1ccc(Cn2nnnc2C(CC(C)C)N2CCC(C(N)=O)CC2)cc1 (stereo unspecified) | 2% | -8% | -1 | 78%[activator] | -12% | 21%
CCCCC(=O)N/N=C/c1c(O)n(CC)c(=S)[nH]c1=O | ? | -9% | -7 | 0% | 61%[activator] | -43%
Cc1cc2cc(CN(CC3CCCO3)C(=S)Nc3ccccc3)c(=O)[nH]c2cc1C (stereo unspecified) | -1% | -9% | -82* | 4% | -18% | -12%
O=C(Cn1[nH]c(=O)c2ccccc2c1=O)OCC(=O)c1ccc(Br)cc1 | . | -17% | -23 | 1% | -5% | -10%
COc1ccc(NC(=O)CCC(=O)c2cccs2)cc1Cl | 5% | 1% | 5 | -11% | 15% | -16%
Cc1cc(C)c(NC(=O)c2oc3c(c2C)-c2[nH]ncc2CC3)c(C)c1 | . | -2% | 0 | 2% | . | .
COc1ccc(-c2nc(C)c(CCNC(=O)C(=O)Nc3cccc(F)c3)s2)cc1OC | . | 3% | 4 | 3% | . | .

An excerpt of these results, with each value named:
Cc1cc(C)c(NC(=O)c2oc3c(c2C)-c2[nH]ncc2CC3)c(C)c1
- FBPA Giardia inh = .
- AmpC inh detg = -2%
- HCMV antiviral = 0
- Sm TGR inh = 2%
- AMA1-RON2 inh = .
- AmpC no deterg = .

COc1ccc(-c2nc(C)c(CCNC(=O)C(=O)Nc3cccc(F)c3)s2)cc1OC
- FBPA Giardia inh = .
- AmpC inh detg = 3%
- HCMV antiviral = 4
- Sm TGR inh = 3%
- AMA1-RON2 inh = .
- AmpC no deterg = .

The results go on.
canonical_smiles | FBPA Giardia inh | AmpC inh detg | HCMV antiviral | Sm TGR inh | AMA1-RON2 inh | AmpC no deterg
COc1ccc(NC(=O)CC23CC4CC(CC(Br)(C4)C2)C3)c(OC)c1 | . | 3% | 2 | -1% | -9% | -8%
CCOc1ccc(NS(=O)(=O)c2c(C)nc3sc(CC)nn3c2=O)cc1 | 1% | ? | 145&0 | -12%&-13% | -8% | 10%
O=c1cc(C(F)(F)C(F)F)oc2ccccc12 | 0% | 2% | -13 | 0% | 11% | 2%
O=c1[nH]c2ccc(NCc3ccc(-c4ccccc4F)o3)cc2[nH]1 | . | 21% | -7 | 2% | . | .
O=C(/C(=C(/[O-])c1ccccc1)[n+]1ccccc1)c1ccc([N+](=O)[O-])cc1 | -9% | ? | -29 | -13% | 2% | -19%
CCOC(=O)C1CCCN(S(=O)(=O)c2ccc3c(c2)N(C(C)=O)CCO3)C1 (stereo unspecified) | 8% | ? | 5 | 3% | 0% | 26%
CS(=O)(=O)NCCc1csc2nc(-c3ccccc3)nn12 | . | 1% | -37 | 8% | . | .
O=C(Nc1ccccc1)Nc1cc(OCC(F)(F)F)cc(OCC(F)(F)F)c1 | -11% | 0% | -100* | 3% | -2% | -17%
Cc1onc(-c2ccccc2)c1C(=O)NNC(=S)NC(=O)c1ccc(Cl)cc1Cl | ? | -11% | -6 | -7% | 50%[activator] | -43%
CCOn1c(-n2nc(C)cc2C)nc2ccccc2c1=O | 0% | -1% | -26 | -7% | 0% | -11%
Cc1ccc(N(CC(=O)NCC2CCCO2)C(=O)CCC(=O)Nc2nccs2)cc1 (stereo unspecified) | 5% | 3% | 9 | -3% | 17% | 4%
C/C(=N\Nc1ccc(F)cc1F)c1cccs1 | -4% | -9% | . | -9% | . | -20%
Cc1cccc(NC(=O)c2cc(S(=O)(=O)NCc3ccc4c(c3)OCO4)ccc2F)c1C | . | 4% | 50 | 5% | . | .
CN(C1CCCCC1)S(=O)(=O)c1ccc2c(c1)c(=O)c(C(=O)NCc1ccccc1Cl)cn2C | . | 3% | -20 | 6% | . | .
Cc1ccccc1CN1CCNC(=O)C1CC(=O)NCCC1=CCCCC1 (stereo unspecified) | -18% | -4% | 28 | -11% | 25% | 99%[activator]
O=C(c1ccc(N2C(=O)c3ccccc3C2=O)cc1)N1CCCCC1 | 11% | -1% | -4 | 7% | 5% | 0%
CN(c1ccc(C(=O)Nc2ccccc2Sc2ccccc2)cc1)S(C)(=O)=O | -10% | 4% | 12 | 35% | -7% | 86%[activator]
CN(c1ccccc1)S(=O)(=O)c1ccc(Cl)nc1 | 0% | -5% | -17 | -4% | 0% | -21%
CCOC(=O)c1ccccc1NC(=O)N1CCN2CCCCC2C1 (stereo unspecified) | . | -7% | 7 | 6% | . | .
CC(C)c1ccc(NC(=O)C(c2ccccc2)N(Cc2ccco2)C(=O)CC2NC(=O)NC2=O)cc1 (stereo unspecified) | 3% | ? | -38 | -8% | -9% | 111%[activator]
C[C@H](CO)N1C[C@H](C)[C@@H](CN(C)C)Oc2c(NS(=O)(=O)c3ccccc3)cccc2C1=O | . | . | 21 | . | 0% | -9%
CC(=O)Nc1ccc(C2NC(=O)c3ccccc3O2)cc1 (stereo unspecified) | 0% | ? | 12 | -1% | 0% | -11%
COc1ccc(S(=O)(=O)NC(CC(=O)N2CCc3ccccc32)c2ccco2)cc1 (stereo unspecified) | -1% | 3% | 5 | -6% | -1% | -11%
Cc1cc(CCC(=O)O)c(C)cc1CCC(=O)O | 8% | 5% | -8 | 0% | -3% | -10%
Cc1nc(C(C)NC(=O)c2cc(COc3ccc(C)c(C)c3)on2)c(C)s1 (stereo unspecified) | -12% | 0% | 0 | 7% | 8% | 69%[activator]
Cc1nc(C)c(-c2csc(NCc3ccccc3)n2)s1 | -15% | ? | -17 | 1% | -12% | 29%
CCOC(=O)N1CCN(Cc2nc(Cc3cccc(F)c3)no2)CC1 | 7% | ? | 1 | 7% | 2% | 20%
COC(=O)COc1ccccc1C(N)=O | -2% | ? | 13 | 2% | 6% | -11%
CS(=O)(=O)c1ccc(-c2nnc(NC(=O)c3cccc(N4C(=O)CCC4=O)c3)o2)cc1 | . | -13% | -10 | -1% | 75%[activator] | -18%
Cc1cccc(S(=O)(=O)CC(=O)Nc2nc(-c3ccccc3)cs2)c1 | -3% | ? | -19 | 4% | -9% | -52%
Cc1ccc(CCNC(=O)c2ccc3c(c2)N(Cc2ccc(F)cc2)CCS3)cc1 | . | 4% | 1 | -5% | . | .
Cc1c(C(=O)NCc2ccco2)sc2nc(-c3ccccc3)cn12 | 6% | -13% | 18 | -13% | -2% | -27%
COc1ccc(C2=CC(=O)C[C@H](c3ccc(F)cc3)C2)cc1F | . | 2% | -18 | 1% | -13% | 0%
O=C(Cn1cncn1)N/N=C/c1cccnc1 | -5% | 4% | 40 | -3% | 17% | -8%
Cn1c(C(=O)N2CCN(c3ccc(F)cc3)CC2)cc2ccccc21 | 0% | ? | 34 | 0% | -13% | 72%[activator]
CCN(C(=O)CSc1nnc(SC)s1)c1c(N)n(Cc2ccccc2)c(=O)[nH]c1=O | . | -6% | -12 | -1% | 20% | -14%
COCCNC(=O)/C(C#N)=C/c1ccc(O)c([N+](=O)[O-])c1 | -19% | -9% | -40 | -5% | -2% | -7%
N/C(=N\OS(=O)(=O)c1ccc2ccccc2c1)c1ccncc1 | 0% | ? | -12 | 0% | 6% | -14%
CCCc1ccc(Oc2c(-c3ccc(O)c(C)c3O)n[nH]c2C)cc1 | 0% | ? | 1 | 5% | 2% | -28%
CCN1/C(=C/c2sc(-c3ccccc3C)c[n+]2C)Sc2ccccc21 | -1% | ? | -97* | 4% | 4% | -15%
Cn1c(N)c(C(=O)CCl)c(=O)n(Cc2ccccc2)c1=O | 3% | -10% | -22 | 11µM* | -7% | -28%
O=S(=O)(c1cccc(-c2cn3cc(Cl)ccc3n2)c1)N1CCOCC1 | 0% | ? | -6 | 3% | 0% | -1%
Cc1ccc(C(C(=O)NC2CCCC2)N(Cc2ccc(F)cc2)C(=O)c2snc(C(N)=O)c2N)o1 (stereo unspecified) | . | 5% | -24 | -19% | -11% | 14%
COc1ccc2cc3cc(C(=O)NCCC(C)C)oc3nc2c1 | 3% | 0% | -38 | 3% | 1% | -19%
COc1cc2ccccc2cc1C(=O)Nc1cccc(-c2nc3cc(C)c(C)cc3o2)c1C | . | 8% | 17 | 5% | . | .
C#CCn1c(=NC(=O)c2ccc(S(=O)(=O)N3CCCc4ccccc43)cc2)sc2cc(S(N)(=O)=O)ccc21 | 1% | 2% | 8 | 5% | 7% | -29%
CCn1cc(/C=N\NC(=O)c2cc(-c3ccccc3OC)nc3ccccc23)c(C)n1 | 12% | ? | 40 | -3% | 6% | 192%[activator]
OC(COc1c(F)cc(Br)cc1F)CN1CCc2ccccc2C1 (stereo unspecified) | -27% | -12% | 89 | 2% | 0% | 1%
Cc1ccc2nc(-c3ccco3)c(Nc3ccccc3)n2c1 | -1% | -2% | -33 | -18% | 4%&-2% | -29%
